Screening results deposited in PubChem BioAssay by several laboratories.
KLK5 inh: blocks human kallikrein 5 protease activity | Q9Y337 | recombinant hK5, fluorogenic AMC substrate cleavage | inhibition, % at 5 µM | hit rate 0.59% among 210,000 | AID 873;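 active = inhibition of 40% or more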;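 also: 0% = enzyme controls without compound and 100% = no-enzyme blanks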
Target sequence (Q9Y337 67-293 limits assumed): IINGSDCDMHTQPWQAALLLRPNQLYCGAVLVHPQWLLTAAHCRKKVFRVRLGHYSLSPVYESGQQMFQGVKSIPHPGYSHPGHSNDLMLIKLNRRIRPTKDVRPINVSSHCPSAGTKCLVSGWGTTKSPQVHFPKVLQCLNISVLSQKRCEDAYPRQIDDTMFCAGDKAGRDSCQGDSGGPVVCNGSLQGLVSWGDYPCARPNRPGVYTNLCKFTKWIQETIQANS
Wee1 stabilizer: human Wee1 degradation inhibition, primary screen. P30291. hit rate 1.2% among 220,000. reporter increase, % at 5 µM. HeLa Luc-Wee1K328M stability, luciferase luminescence; 100% = proteasome inhibitor MG132 effect;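 active = activation above the mean of all tested compounds plus 3 SD, set per screening run, cut at about 8.8% in these data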;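 also: cells exposed to compound for 20 h before luminescence read; 0% = DMSO alone and 100% = MG132 at 30 µM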
Target sequence (P30291 whole entry K328M): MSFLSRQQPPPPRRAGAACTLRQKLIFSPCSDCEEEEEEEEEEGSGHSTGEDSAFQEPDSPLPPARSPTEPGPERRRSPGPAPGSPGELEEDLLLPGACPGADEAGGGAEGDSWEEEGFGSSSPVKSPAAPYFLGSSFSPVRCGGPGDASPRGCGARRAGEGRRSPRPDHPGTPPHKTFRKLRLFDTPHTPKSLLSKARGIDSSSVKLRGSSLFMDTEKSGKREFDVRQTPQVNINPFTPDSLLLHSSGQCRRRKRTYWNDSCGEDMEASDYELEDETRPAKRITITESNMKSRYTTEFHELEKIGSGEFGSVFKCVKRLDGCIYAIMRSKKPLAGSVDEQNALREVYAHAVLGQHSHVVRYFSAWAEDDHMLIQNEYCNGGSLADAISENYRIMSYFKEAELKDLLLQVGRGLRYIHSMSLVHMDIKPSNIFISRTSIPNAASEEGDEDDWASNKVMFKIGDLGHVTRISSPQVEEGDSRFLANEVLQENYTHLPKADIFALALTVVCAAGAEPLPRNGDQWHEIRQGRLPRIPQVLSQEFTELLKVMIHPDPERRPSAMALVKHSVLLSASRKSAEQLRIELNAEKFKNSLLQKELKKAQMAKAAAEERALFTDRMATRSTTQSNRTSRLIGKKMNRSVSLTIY
FXIa inh 1536: factor XIa (human) inhibition. P03951. purified FXIa, Boc-Glu-Ala-Arg-AMC fluorogenic substrate. inhibition, % at 5 µM. hit rate 0.14% among 220,000. AID 798;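 active = inhibition of at least 40%; inactive = inhibition below 40%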;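 also: fluorescence of freed AMC excited at 355 nm; 0% = enzyme without compound and 100% = no enzyme blank; many of its hits are not listed in these tables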
FXIIa inh 1536: inhibitors of human coagulation factor XIIa | purified FXIIa, Boc-QGR-AMC fluorogenic substrate, 2 h | P00748 | hit rate 0.3% among 220,000 | AID 800 | inhibition, % at 5 µM; in the data active = inhibition above about 40%;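 also: 0% = enzyme with no compound and 100% = blank without enzyme; many of its hits are not listed in these tables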
Hck Nef HTS: blocks Nef-activated human Hck kinase | P08631 | Recombinant Hck-YEEI plus Nef, Z-Lyte FRET kinase assay | inhibition, % at 20 µM | hit rate 0.68% among 220,000;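 active = Hck-Nef kinase inhibition above about 50%, limit read from the data; inactive = inhibition below that limit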;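 also: 0% = DMSO with Hck plus Nef and 100% = Hck alone without Nef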
Runt-CBFb FRET: inhibitors of human RUNX1 Runt domain binding to CBFb | Q01196+Q13951 | Cerulean-Runt/Venus-CBFb FRET ratio 530/480, 1 h | inhibition, % at 20 µM | hit rate 0.46% among 220,000;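 active = inhibition over about 50% at 20 µM in the single-dose screen, limit read from the data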;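 also: 0% = DMSO wells and 100% = excess unlabeled CBFb competitor control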
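Buffer or medium: Tris pH 7.5 buffer with BSA. Assay system: Cerulean-labeled Runt domain protein. Amount: each fluorescent fusion protein 100 nM. Read-out basis: loss of energy transfer signal. Incubation: 1 h compound exposure, room temperature. Probe or stimulus: Venus-CBFb binding partner, 100 nM. Detection: FRET, excitation 422 nm, emission at 530 and 480 nm.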
Thrombin inh: thrombin (human) inhibition. alpha-thrombin, Boc-VPR-AMC fluorogenic substrate cleavage. hit rate 0.26% among 220,000. P00734. inhibition, % at 5 µM. AID 1046;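 active = inhibition at or above 40%; inactive = inhibition below 40%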;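 also: 0% = enzyme with no compound and 100% = wells without enzyme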
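Material: Human alpha-thrombin protein | Buffer or medium: pH 7.5 Tris-saline with Tween 20 | Reagent: Boc-VPR-AMC substrate, 15 µM final | Schedule: Reaction at ambient temperature | Detection: AMC fluorescence at 355 nm excitation and 460 nm emission | Evaluation: Percent inhibition scaled between no-compound controls and no-enzyme blanks | Controls: no-compound enzyme wells and no-enzyme blanks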
Runt-SMMHC FRET: blocks binding of human RUNX1 Runt domain to CBFb-SMMHC; inhibition, % at 20 µM; AID 1434; Cerulean-Runt/Venus-CBFb-SMMHC FRET ratio 530/480, 1 h; Q01196+Q13951; hit rate 0.74% among 220,000;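 active = mean inhibition across duplicate retests at 20 µM reaching about 50%, limit read from the data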;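 also: 0% = DMSO wells and 100% = wells with excess untagged CBFb-SMMHC; inhibitors lower the FRET ratio by blocking Runt binding to CBFb-SMMHC; some results filed as inactive read as strong as hits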
14-3-3 Bad PPI: disrupts binding of bovine 14-3-3 zeta to phospho-Bad peptide; P63103; TR-FRET 14-3-3zeta/Dy647-pBad peptide displacement, 1 h; inhibition, % at 21.7 µM; hit rate 0.71% among 220,000; AID 781;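 active = inhibition above about 70%, limit read from the data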;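 also: 0% = full 14-3-3 plus peptide FRET controls and 100% = background without 14-3-3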
Starred values were filed as active, the others as inactive; [ ] = another dose, or the depositor's remark.

`CC(C)(O)C(O)COc1c2ccoc2cc2oc(=O)ccc12` (centres undefined) gave KLK5 inh -0.2, Wee1 stabilizer 1.0, FXIa inh 1536 0.4, FXIIa inh 1536 7.2, Hck Nef HTS 17.4, Runt-CBFb FRET 0.7, Thrombin inh -4.6, Runt-SMMHC FRET -0.4 and 14-3-3 Bad PPI -5.6.
CCn1c(O)c(C=NCc2ccccc2)sc1=S was read as KLK5 inh 0.4, Wee1 stabilizer -1.3, FXIa inh 1536 -3.0, FXIIa inh 1536 3.7, Hck Nef HTS 3.3, Runt-CBFb FRET 0.5, Thrombin inh -2.4, Runt-SMMHC FRET -3.6 and 14-3-3 Bad PPI -0.4.
O=C(Nc1ccc(O)c2c(=O)cc(-c3ccccc3Cl)oc12)c1ccc(F)cc1 was read as KLK5 inh -0.2, FXIa inh 1536 -0.3, FXIIa inh 1536 6.9, Hck Nef HTS 30.9, Runt-CBFb FRET -1.6, Thrombin inh 0.1, Runt-SMMHC FRET -0.9 and 14-3-3 Bad PPI -0.5.
Screening Cc1cccc(OCCn2c(=O)sc3ccccc32)c1 returned KLK5 inh -11.5, Wee1 stabilizer 0.5, FXIa inh 1536 1.3, FXIIa inh 1536 10.5, Hck Nef HTS -6.2, Runt-CBFb FRET -1.7, Thrombin inh -2.3, Runt-SMMHC FRET -2.8 and 14-3-3 Bad PPI -2.5.
`CC(C)c1ccccc1NC(=O)c1cccnc1` gave KLK5 inh 2.2, Wee1 stabilizer -4.0, FXIa inh 1536 -2.2, FXIIa inh 1536 4.3, Hck Nef HTS -0.2, Runt-CBFb FRET -1.9, Thrombin inh -5.3, Runt-SMMHC FRET -2.7 and 14-3-3 Bad PPI 8.5[fluorescence artefact?].
For Cc1ccc(C(C(=O)NC2CCCC2)N(Cc2ccc3c(c2)OCO3)C(=O)c2snc(C(N)=O)c2N)cc1 (centres undefined) the results were KLK5 inh -0.6, Wee1 stabilizer -0.7, FXIa inh 1536 0.7, FXIIa inh 1536 13.4, Hck Nef HTS 8.4, Runt-CBFb FRET -1.5, Thrombin inh -0.4, Runt-SMMHC FRET -3.3 and 14-3-3 Bad PPI -2.8.
`COc1ccc(S(=O)(=O)Nc2ccc(NC(C)=O)cc2)cc1Br` gave KLK5 inh -0.1, Wee1 stabilizer -3.6, FXIa inh 1536 -3.5, FXIIa inh 1536 7.5, Hck Nef HTS 3.9, Runt-CBFb FRET -1.7, Thrombin inh -6.3, Runt-SMMHC FRET -2.5 and 14-3-3 Bad PPI -0.4.
Screening COC(=O)CNC(=O)/C=C/c1ccc(OC)cc1 returned KLK5 inh 3.1, Wee1 stabilizer 1.0, FXIa inh 1536 1.6, FXIIa inh 1536 13.6, Hck Nef HTS -0.9, Runt-CBFb FRET -0.7, Thrombin inh -0.4, Runt-SMMHC FRET 6.4 and 14-3-3 Bad PPI 7.2.
For CCC(Sc1nc(=O)cc(N)n1-c1cccc(C)c1)C(=O)Nc1cc(C)on1 (centres undefined) the results were KLK5 inh -26.2, Wee1 stabilizer 3.5, FXIa inh 1536 6.3, FXIIa inh 1536 9.5, Hck Nef HTS 0.6, Runt-CBFb FRET 1.2, Thrombin inh -2.6, Runt-SMMHC FRET 0.0 and 14-3-3 Bad PPI -2.1.
`N#CC1=C(C=Nc2ccccc2O)CCC1` gave KLK5 inh -0.8, Wee1 stabilizer -1.5, FXIa inh 1536 -5.7, FXIIa inh 1536 0.9, Hck Nef HTS -0.6, Runt-CBFb FRET 0.5, Thrombin inh -3.1, Runt-SMMHC FRET -2.7 and 14-3-3 Bad PPI -0.9.
Screening O=C(CSc1ncn[nH]1)Nc1ccc2c(c1)CCC2 returned KLK5 inh -4.4, Wee1 stabilizer 0.2, FXIa inh 1536 6.8, FXIIa inh 1536 12.1, Hck Nef HTS 5.4, Runt-CBFb FRET -1.5, Thrombin inh -4.1, Runt-SMMHC FRET 3.1 and 14-3-3 Bad PPI -8.5.
For CCCCNC(=O)CO/N=C(\C)c1cc2ccccc2o1 the results were KLK5 inh -12.9, Wee1 stabilizer 2.2, FXIa inh 1536 7.0, FXIIa inh 1536 12.0, Hck Nef HTS 2.2, Runt-CBFb FRET -2.4, Thrombin inh -1.6, Runt-SMMHC FRET -1.0 and 14-3-3 Bad PPI 7.9[fluorescence artefact?].
N/C(CCS(=O)(=O)c1ccc(Cl)cc1)=N\OC(=O)c1ccccc1C(F)(F)F was read as KLK5 inh 2.2, Wee1 stabilizer 2.4, FXIa inh 1536 2.4, FXIIa inh 1536 6.2, Hck Nef HTS 9.3, Runt-CBFb FRET -0.6, Thrombin inh -0.9, Runt-SMMHC FRET 8.1 and 14-3-3 Bad PPI -1.7.
`Cn1c(=O)[nH]c(=O)c2c1nc(SCCO)n2CC(O)COc1ccccc1` (centres undefined) gave KLK5 inh 4.6, Wee1 stabilizer -1.9, FXIa inh 1536 0.7, FXIIa inh 1536 7.1, Hck Nef HTS 18.0, Runt-CBFb FRET 3.9, Thrombin inh -9.2, Runt-SMMHC FRET -8.8 and 14-3-3 Bad PPI 4.5.
Screening CC1CC(C)CN(C(=O)c2ccc3c(=O)n(Cc4ccc5c(c4)OCO5)c(=S)[nH]c3c2)C1 (centres undefined) returned KLK5 inh -1.9, Wee1 stabilizer 5.2, FXIa inh 1536 -7.4, FXIIa inh 1536 -13.3, Hck Nef HTS -1.9, Runt-CBFb FRET 0.3, Thrombin inh -11.2, Runt-SMMHC FRET 2.4 and 14-3-3 Bad PPI -3.0.
For CCCC(=O)NC(c1ccc2c(c1)OCO2)c1cc(Cl)c2cccnc2c1O (centres undefined) the results were KLK5 inh -63.5, Wee1 stabilizer -2.3, FXIa inh 1536 -2.3, FXIIa inh 1536 -3.5, Hck Nef HTS 3.8, Runt-CBFb FRET -44.5, Thrombin inh -5.0, Runt-SMMHC FRET -65.0 and 14-3-3 Bad PPI -1.9.
CCc1ccc(CC(=S)N2CCOCC2)cc1 was read as KLK5 inh -1.2, Wee1 stabilizer -1.6, FXIa inh 1536 -4.3, FXIIa inh 1536 2.7, Hck Nef HTS 12.9, Runt-CBFb FRET -0.1, Thrombin inh -11.9, Runt-SMMHC FRET 1.8 and 14-3-3 Bad PPI -15.8.
For CCOc1ccccc1N1CCN(C(=S)Nc2ccc(S(N)(=O)=O)cc2)CC1 the results were KLK5 inh -15.2, Wee1 stabilizer 0.6, FXIa inh 1536 7.9, FXIIa inh 1536 13.7, Hck Nef HTS 4.6, Runt-CBFb FRET -5.6, Thrombin inh 1.2, Runt-SMMHC FRET -7.3 and 14-3-3 Bad PPI -13.5[fluorescence artefact?].
For Cn1nnnc1SCc1ccc(CSc2nnnn2C)cc1 the results were KLK5 inh -0.7, Wee1 stabilizer -0.3, FXIa inh 1536 -0.8, Hck Nef HTS -6.6, Runt-CBFb FRET -2.1, Thrombin inh -2.0, Runt-SMMHC FRET -0.9 and 14-3-3 Bad PPI -13.9.
CN1CCN(C(=O)N2CCNC2=O)CC1 was read as KLK5 inh -10.2, Wee1 stabilizer 0.0, FXIa inh 1536 4.4, FXIIa inh 1536 5.8, Hck Nef HTS 0.1, Runt-CBFb FRET 2.4, Thrombin inh -1.5, Runt-SMMHC FRET -5.1 and 14-3-3 Bad PPI 4.9[fluorescence artefact?].
`CO/N=C/NC(=O)c1c(OC)ccnc1Oc1ccccc1` gave KLK5 inh 0.1, Wee1 stabilizer -1.9, FXIa inh 1536 -11.2, FXIIa inh 1536 -6.5, Hck Nef HTS 2.5, Runt-CBFb FRET 11.1, Thrombin inh -3.1, Runt-SMMHC FRET -8.2 and 14-3-3 Bad PPI -16.6.
`Cc1ccc2nc(-c3ccc(NC(=O)CSc4nc(N)cc(=O)[nH]4)cc3)sc2c1` gave KLK5 inh -2.0, Wee1 stabilizer 10.7*, FXIa inh 1536 -1.3, FXIIa inh 1536 2.2, Hck Nef HTS 47.0, Runt-CBFb FRET 0.0, Thrombin inh -0.1, Runt-SMMHC FRET 4.4 and 14-3-3 Bad PPI 40.3.
O=C(OCC(=O)N1CCCC1)c1ccc(OC(F)(F)F)cc1 was read as KLK5 inh 2.9, Wee1 stabilizer 0.3, FXIa inh 1536 -0.1, FXIIa inh 1536 7.3, Hck Nef HTS 18.8, Runt-CBFb FRET 0.1, Thrombin inh -3.7, Runt-SMMHC FRET 10.8 and 14-3-3 Bad PPI 46.5.
O=C(NCC1CCCO1)c1ccc(Oc2ccc([N+](=O)[O-])cc2Cl)cc1 (centres undefined) was read as KLK5 inh 3.0, Wee1 stabilizer 0.8, FXIa inh 1536 -1.5, FXIIa inh 1536 6.3, Hck Nef HTS 0.9, Runt-CBFb FRET -2.0, Thrombin inh -0.9, Runt-SMMHC FRET -3.8 and 14-3-3 Bad PPI -2.0.
For O=C(O)Cc1ccc(NC(=O)Nc2ccc(Br)cc2)cc1 the results were KLK5 inh 2.3, Wee1 stabilizer -2.0, FXIa inh 1536 4.9, FXIIa inh 1536 11.2, Hck Nef HTS 11.0, Runt-CBFb FRET -0.5, Runt-SMMHC FRET -7.0 and 14-3-3 Bad PPI -8.3.
Screening c1ccc(C(CN2CCOCC2)c2ccccc2)cc1 returned KLK5 inh 11.4, Wee1 stabilizer 0.7, FXIa inh 1536 -5.2, FXIIa inh 1536 -2.2, Hck Nef HTS -1.4, Runt-CBFb FRET 0.3, Thrombin inh -5.4, Runt-SMMHC FRET 0.9 and 14-3-3 Bad PPI 84.4*.
Screening O=C(CCN1CCN(C/C=C/c2ccccc2)CC1)Nc1ccccc1 returned KLK5 inh -20.3, Wee1 stabilizer -2.5, FXIa inh 1536 -20.2, FXIIa inh 1536 7.1, Hck Nef HTS 0.4, Runt-CBFb FRET -0.2, Thrombin inh 0.0, Runt-SMMHC FRET 3.3 and 14-3-3 Bad PPI 13.6.
For Cc1ccc(NCc2nnc(SCC(N)=O)n2CC2CCCO2)c(C)c1 (centres undefined) the results were KLK5 inh -0.5, Wee1 stabilizer 2.9, FXIa inh 1536 5.8, FXIIa inh 1536 16.5, Hck Nef HTS 0.1, Runt-CBFb FRET -4.4, Thrombin inh -0.5, Runt-SMMHC FRET 0.2 and 14-3-3 Bad PPI 8.1.
NC(=O)C1CCN(C(=O)c2ccc(C(F)(F)F)cc2)CC1 was read as KLK5 inh -8.6, Wee1 stabilizer -0.8, FXIa inh 1536 -4.6, FXIIa inh 1536 13.6, Hck Nef HTS 1.8, Runt-CBFb FRET -1.1, Thrombin inh -5.1, Runt-SMMHC FRET -2.4 and 14-3-3 Bad PPI 1.5.
Screening Clc1ccc(Cn2ncc3c(NCc4cccnc4)ncnc32)cc1 returned KLK5 inh 30.8, Wee1 stabilizer -3.4, FXIa inh 1536 8.9, FXIIa inh 1536 7.0, Hck Nef HTS 15.4, Runt-CBFb FRET -0.6, Thrombin inh 14.1, Runt-SMMHC FRET -0.4 and 14-3-3 Bad PPI -3.4.
